PTPN22 act = LYP phosphatase activators, primary screen, biochemical, DiFMUP fluorescence, 2 µM; Tyrosine-protein phosphatase non-receptor type 22 (Homo sapiens), Q9Y2R2; recombinant LYP; 0 = plate median, 100 = signal doubled; activation, % at 2 µM; hit rate 0.11% among 96,000; AID 697, 2007;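 active = activation at 2 µM above a set limit, the mean plus 5 SD, cut at about 37% in these data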
Calb biofilm kill = clotrimazole potentiators killing Candida biofilms, primary screen, with clotrimazole, Alamar Blue. hit rate 0.14% among 85,000. C. albicans biofilm + clotrimazole. AID 834, 2007. inhibition, % at 6 µM;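 active = inhibition above 20%; inactive = inhibition below 20%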;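 also: preformed 24 hr biofilms exposed to compound for 48 hr; 0% = biofilm without compound and 100% = blank killed by clotrimazole plus chlorhexidine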
LYP inh 2 = PTPN22 phosphatase inhibitors, primary screen, biochemical, DiFMUP fluorescence, 2 µM | hit rate 0.21% among 96,000 | inhibition, % at 2 µM | AID 640, 2007 | recombinant LYP catalytic domain;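 active = inhibition at 2 µM at or above a set limit, the screen mean plus 3 SD, cut at about 24% in these data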;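 also: 0% = DMSO with enzyme and 100% = enzyme fully blocked by orthovanadate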
CYP2C9 inh = blockers of cytochrome P450 2C9 activity – biochemical, luminescence, ADME assay, primary screen. CYP2C9 Supersomes, luciferin-H conversion. inhibition, % at 5 µM. hit rate 20% among 96,000;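 active = blocking of liver enzyme CYP2C9 beyond about 50% at 5 µM, limit read from the data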; also: values of inactives mirror those of a sister screen read the other way
CYP2C9 act = human CYP2C9 activators, primary screen, biochemical, luminescence; recombinant CYP2C9, luciferin-H conversion; stronger effect = higher value; factor 1 = untreated enzyme, 0 = blocked; activation factor at 5 µM; hit rate 1.4% among 96,000; Cytochrome P450 2C9 (Homo sapiens), P11712; AID 1024, 2008;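 active = activation factor of 2 or more for CYP2C9 at a 5 µM dose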;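 also: 0 = sulfaphenazole-blocked wells and 1 = vehicle-only wells; values of inactives mirror those of a sister screen read the other way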
Plk1 PBD FP = Plk1 polo box domain binding inhibitors, primary screen, biochemical, fluorescence polarization; AID 693, 2007; inhibition, %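 (tested at about 20 µM)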; Serine/threonine-protein kinase PLK1 (Homo sapiens), P53350; Plk1 PBD phosphopeptide binding; hit rate 0.13% among 97,000; in the data active = inhibition above about 34%, passing the limit was not always enough
Target sequence (P53350 whole entry, looked up, the tested form may be a part): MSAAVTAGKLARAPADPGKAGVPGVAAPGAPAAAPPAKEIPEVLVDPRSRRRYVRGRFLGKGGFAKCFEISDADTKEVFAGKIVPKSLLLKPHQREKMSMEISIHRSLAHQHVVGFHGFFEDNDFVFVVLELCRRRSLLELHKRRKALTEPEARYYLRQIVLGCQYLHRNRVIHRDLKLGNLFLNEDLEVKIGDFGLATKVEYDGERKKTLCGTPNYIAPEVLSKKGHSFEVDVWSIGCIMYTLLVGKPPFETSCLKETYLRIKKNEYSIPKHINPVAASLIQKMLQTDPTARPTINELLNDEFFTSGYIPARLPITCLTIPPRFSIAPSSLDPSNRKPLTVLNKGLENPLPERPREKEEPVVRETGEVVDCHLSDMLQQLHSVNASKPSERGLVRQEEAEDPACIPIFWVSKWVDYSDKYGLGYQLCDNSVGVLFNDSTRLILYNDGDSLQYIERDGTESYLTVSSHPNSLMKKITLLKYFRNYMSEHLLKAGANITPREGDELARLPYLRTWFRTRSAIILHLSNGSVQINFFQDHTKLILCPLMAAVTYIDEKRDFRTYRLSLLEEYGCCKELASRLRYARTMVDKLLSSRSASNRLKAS
EphB4 antag = EphB4-ephrin-B2 interaction antagonists, primary screen, biochemical, TNYL-RAW peptide probe, fluorescence polarization | AID 720, 2007 | inhibition, % at 7 µM | hit rate 0.15% among 97,000 | Ephrin type-B receptor 4 (Homo sapiens), P54760 | EphB4 LBD / TNYL-RAW-Alexa532 peptide;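 active = inhibition above the screen-wide mean inhibition plus 3 SD, cut at about 15% in these data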;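 also: 0% = DMSO wells and 100% = excess unlabeled TNYL-RAW peptide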
HIV Rev-RRE inh = HIV-1 Rev-RRE binding inhibitors, primary screen, biochemical, FRET, protein-RNA interaction | inhibition, % at 8 µM | Rev peptide-RRE RNA binding | P05866 | hit rate 0.79% among 97,000;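 active = inhibition above the screen-wide mean plus 3 SD, cut at about 35% in these data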;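 also: 0% = median DMSO wells and 100% = median Neomycin B control wells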
Target sequence (P05866 whole entry, looked up): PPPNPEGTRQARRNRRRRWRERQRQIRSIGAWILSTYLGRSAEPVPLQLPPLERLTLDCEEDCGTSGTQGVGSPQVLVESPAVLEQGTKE
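Assay system: labelled RRE RNA duplex and labelled Rev peptide / Medium: HEPES pH 7.5 salt buffer with EDTA / Reagent: labelled Rev peptide / Schedule: 5 + 15 min at 25 °C / Signal: FRET, excitation 480 nm, emission 540 nm donor and 671 nm acceptor / Benchmarks: DMSO and neomycin B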
PLK1 inh = human PLK1 kinase inhibitors, primary screen, biochemical, TR-FRET. Serine/threonine-protein kinase PLK1 (Homo sapiens), P53350. recombinant PLK1 kinase, TR-FRET peptide phosphorylation. inhibition, % at 10 µM. hit rate 0.53% among 97,000. AID 619, 2007;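 active = inhibition of 50% or more in the single-concentration screen; inactive = inhibition below 50%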;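 also: 0% = DMSO max control and 100% = H-89 dihydrochloride min control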
* hit, by the source's call. An unsorted share of the library; about 20% have a hit in one of these screens.

Results for O=C(NC(CO)c1ccccc1)c1ccco1 (stereo not drawn) ?
PTPN22 act: 8; Calb biofilm kill: 2; LYP inh 2: -8; CYP2C9 inh: 18; CYP2C9 act: 0.8; Plk1 PBD FP: 2; EphB4 antag: -9; HIV Rev-RRE inh: 1; PLK1 inh: -1

Results for O=C(OCn1nnc2ccccc2c1=O)c1ccc2ncsc2c1 ?
PTPN22 act: -9; Calb biofilm kill: 5; LYP inh 2: 7; CYP2C9 inh: 57*; CYP2C9 act: 0.4; Plk1 PBD FP: 5; EphB4 antag: -4; HIV Rev-RRE inh: 10; PLK1 inh: -11

Results for CCOC(=O)N1CCC(NC(=O)c2cc3sccc3n2CC)CC1 ?
PTPN22 act: 4; LYP inh 2: -7; CYP2C9 inh: -15; CYP2C9 act: 1.1; Plk1 PBD FP: -13; EphB4 antag: 6; HIV Rev-RRE inh: 3; PLK1 inh: -1

What do the screens show for `Cc1nc(NCCN2CCOCC2)c2nnn(Cc3c(F)cccc3Cl)c2n1`?
PTPN22 act: -7; Calb biofilm kill: -2; LYP inh 2: 5; CYP2C9 inh: 14; CYP2C9 act: 0.9; Plk1 PBD FP: -7; EphB4 antag: 0; HIV Rev-RRE inh: 5; PLK1 inh: -4

Results for Cc1ccc2nc(-c3ccc(NC(=O)CN(c4ccccc4C)S(C)(=O)=O)cc3)sc2c1 ?
PTPN22 act: -2; LYP inh 2: 5; CYP2C9 inh: 20; CYP2C9 act: 0.8; Plk1 PBD FP: -13; EphB4 antag: 0; HIV Rev-RRE inh: 1; PLK1 inh: 1

Results for CC(=O)Nc1ccc(OC/C=C(\C)Cl)cc1 ?
PTPN22 act: -2; Calb biofilm kill: -1; LYP inh 2: 2; CYP2C9 inh: 8; CYP2C9 act: 0.9; Plk1 PBD FP: -8; EphB4 antag: 3; HIV Rev-RRE inh: -4; PLK1 inh: -8

Results for CC(=O)Nc1ccc(C(=O)OC2CCOC2=O)cc1 (stereo not drawn) ?
PTPN22 act: 0; LYP inh 2: -3; CYP2C9 inh: 3; CYP2C9 act: 1; Plk1 PBD FP: 21; EphB4 antag: 13; HIV Rev-RRE inh: 9; PLK1 inh: 2

What do the screens show for `COC(=O)CSc1c(-c2ccccc2)c2cc(Cl)ccc2[nH]c1=O`?
PTPN22 act: 8; LYP inh 2: -3; CYP2C9 inh: 32; CYP2C9 act: 0.7; Plk1 PBD FP: -18; EphB4 antag: -5; HIV Rev-RRE inh: 6; PLK1 inh: -17

How did CCN(CC)S(=O)(=O)c1ccc(C(=O)NCc2nnc(SCC(=O)OC)n2C)cc1 do in these assays?
PTPN22 act: 3; Calb biofilm kill: 4; LYP inh 2: -4; CYP2C9 inh: 1; CYP2C9 act: 1; Plk1 PBD FP: 13; EphB4 antag: -2; HIV Rev-RRE inh: 4; PLK1 inh: -3

How did COc1cccc(Nc2nc(C)cc(C)c2C#N)c1 do in these assays?
PTPN22 act: 11; Calb biofilm kill: 1; LYP inh 2: -12; Plk1 PBD FP: 20; EphB4 antag: 0; HIV Rev-RRE inh: 1; PLK1 inh: -7

How did CN1C(=O)C(CC(=O)N2CCN(C(c3ccccc3)c3ccccc3)CC2)N(C)C1=O (stereo not drawn) do in these assays?
PTPN22 act: 3; Calb biofilm kill: 11; LYP inh 2: -9; CYP2C9 inh: 2; CYP2C9 act: 1; Plk1 PBD FP: -11; EphB4 antag: -3; HIV Rev-RRE inh: -1; PLK1 inh: -12

How did O=C1CC(N2CCN(c3ccc(F)cc3)CC2)C(=O)N1Cc1ccc(N2CCCC2=O)cc1 (stereo not drawn) do in these assays?
PTPN22 act: 3; Calb biofilm kill: -5; LYP inh 2: -1; CYP2C9 inh: 20; CYP2C9 act: 0.8; Plk1 PBD FP: -14; EphB4 antag: 2; HIV Rev-RRE inh: 1; PLK1 inh: -11

What do the screens show for `CCOC(=O)C1C(=O)OC2(CCOC(C)(C)C2)C1C(=O)OCC` (stereo not drawn)?
PTPN22 act: 1; Calb biofilm kill: -2; LYP inh 2: 0; CYP2C9 inh: -17; CYP2C9 act: 1.2; Plk1 PBD FP: 10; EphB4 antag: 3; HIV Rev-RRE inh: 7; PLK1 inh: -4

What do the screens show for `CCCC(=O)Nc1ccc(Cl)c(NC(=O)c2cccnc2Cl)c1`?
PTPN22 act: -3; Calb biofilm kill: -2; LYP inh 2: 5; CYP2C9 inh: 8; CYP2C9 act: 0.9; Plk1 PBD FP: 1; EphB4 antag: 8; HIV Rev-RRE inh: 3; PLK1 inh: -8

How did CC(Sc1nc(NCc2ccccc2)nc(N2CCOCC2)n1)C(=O)Nc1ccccc1 (stereo not drawn) do in these assays?
PTPN22 act: 15; Calb biofilm kill: 6; LYP inh 2: -16; CYP2C9 inh: 80*; CYP2C9 act: 0.2; Plk1 PBD FP: -23; EphB4 antag: -3; HIV Rev-RRE inh: 9; PLK1 inh: -11

What do the screens show for `CCOC(=O)CSC1=C(C#N)C(c2sccc2C)CC(=O)N1` (stereo not drawn)?
PTPN22 act: -5; LYP inh 2: 4; CYP2C9 inh: 55*; CYP2C9 act: 0.5; Plk1 PBD FP: 9; EphB4 antag: 0; HIV Rev-RRE inh: 1; PLK1 inh: -8

How did CCOC(=O)C1CCCN(CC(O)COc2ccccc2C(C)=O)C1 (stereo not drawn) do in these assays?
PTPN22 act: 5; Calb biofilm kill: 4; LYP inh 2: -8; CYP2C9 inh: -1; CYP2C9 act: 1; Plk1 PBD FP: 15; EphB4 antag: -3; HIV Rev-RRE inh: -7; PLK1 inh: 4

What do the screens show for `C1=C(CCNC2=NCCCCC2)CCCC1`?
PTPN22 act: -7; Calb biofilm kill: -9; LYP inh 2: 4; CYP2C9 inh: 1; CYP2C9 act: 1; Plk1 PBD FP: -5; EphB4 antag: 2; HIV Rev-RRE inh: -5; PLK1 inh: -13

What do the screens show for `COC(=O)c1cc2nc(-c3ccccc3)cc(C)n2n1`?
PTPN22 act: -9; Calb biofilm kill: 0; LYP inh 2: 9; CYP2C9 inh: -1; CYP2C9 act: 1; Plk1 PBD FP: 2; EphB4 antag: 2; HIV Rev-RRE inh: 5; PLK1 inh: -11

What do the screens show for `CN(C(=O)Cn1c(=O)n(CCCCC(=O)NC2CCCC2)c(=O)c2ccccc21)C1CCCCC1`?
PTPN22 act: -6; Calb biofilm kill: 10; LYP inh 2: 5; Plk1 PBD FP: -24; EphB4 antag: 1; HIV Rev-RRE inh: 1; PLK1 inh: -11

How did Cc1ccccc1OCCN1C(=O)NC2(CCCc3ccccc32)C1=O (stereo not drawn) do in these assays?
PTPN22 act: 10; Calb biofilm kill: -1; LYP inh 2: -10; CYP2C9 inh: -54; CYP2C9 act: 1.5; Plk1 PBD FP: 6; EphB4 antag: 6; HIV Rev-RRE inh: 10; PLK1 inh: -17

What do the screens show for `O=S(=O)(Nc1ccc(S(=O)(=O)Nc2ccccc2)cc1)c1ccccc1`?
PTPN22 act: 2; Calb biofilm kill: -5; LYP inh 2: 1; CYP2C9 inh: 89*; CYP2C9 act: 0.1; Plk1 PBD FP: -11; EphB4 antag: 11; HIV Rev-RRE inh: 4; PLK1 inh: -8

Results for O=c1cc(CNCCCO)c2ccccc2[nH]1 ?
PTPN22 act: 0; Calb biofilm kill: 0; LYP inh 2: -1; CYP2C9 inh: -23; CYP2C9 act: 1.2; Plk1 PBD FP: 6; EphB4 antag: -6; HIV Rev-RRE inh: 3; PLK1 inh: 8

How did CCOC(=O)N1CCN(c2cc(=O)n(-c3ccc(OCC)cc3)c(=O)[nH]2)CC1 do in these assays?
PTPN22 act: 1; Calb biofilm kill: 3; LYP inh 2: -2; CYP2C9 inh: -3; CYP2C9 act: 1; Plk1 PBD FP: -19; EphB4 antag: 4; HIV Rev-RRE inh: 7; PLK1 inh: -7

What do the screens show for `Cc1nc2c(C)cccn2c1/C(O)=C1\C(=O)C(=O)N(CCN2CCOCC2)C1c1cccs1` (stereo not drawn)?
PTPN22 act: 11; Calb biofilm kill: 8; LYP inh 2: -6; CYP2C9 inh: 6; CYP2C9 act: 0.9; Plk1 PBD FP: 0; EphB4 antag: -10; HIV Rev-RRE inh: 3; PLK1 inh: -10

What do the screens show for `CCCCCCNC(=O)CC(NS(=O)(=O)c1ccc(NC(C)=O)cc1)C(C)C` (stereo not drawn)?
PTPN22 act: -2; Calb biofilm kill: 0; LYP inh 2: 1; CYP2C9 inh: 18; CYP2C9 act: 0.8; Plk1 PBD FP: -2; EphB4 antag: -9; HIV Rev-RRE inh: 5; PLK1 inh: -3

Results for S=C(c1ccc(N2CCOCC2)cc1)N1CCOCC1 ?
PTPN22 act: 8; Calb biofilm kill: 1; LYP inh 2: -12; CYP2C9 inh: 18; CYP2C9 act: 0.8; Plk1 PBD FP: 6; EphB4 antag: -3; HIV Rev-RRE inh: 3; PLK1 inh: -7

How did COc1ccc2[nH]cc(C3N4CC5(C)CN3CC(C)(C4)C5=O)c2c1 (stereo not drawn) do in these assays?
PTPN22 act: -1; LYP inh 2: 4; CYP2C9 inh: -9; CYP2C9 act: 1.1; Plk1 PBD FP: -6; EphB4 antag: -5; HIV Rev-RRE inh: -6; PLK1 inh: -8

How did O=C1C(O)CC2c3ccccc3CC3(CCCC3)N12 (stereo not drawn) do in these assays?
PTPN22 act: -1; Calb biofilm kill: 4; LYP inh 2: 0; CYP2C9 inh: 16; CYP2C9 act: 0.8; Plk1 PBD FP: 6; EphB4 antag: 1; HIV Rev-RRE inh: 3; PLK1 inh: -7

What do the screens show for `Cc1cc2oc(=O)cc(CN3CCCCC3C)c2c(C)c1Cl` (stereo not drawn)?
PTPN22 act: -1; Calb biofilm kill: 5; LYP inh 2: -2; CYP2C9 inh: 11; CYP2C9 act: 0.9; Plk1 PBD FP: -13; EphB4 antag: -5; HIV Rev-RRE inh: 12; PLK1 inh: -1

What do the screens show for `CCS(=O)(=O)N1CCN(Cc2ccccc2OC)CC1`?
PTPN22 act: 33; LYP inh 2: -38; CYP2C9 inh: 15; CYP2C9 act: 0.8; Plk1 PBD FP: -4; EphB4 antag: 4; HIV Rev-RRE inh: 0; PLK1 inh: -11

How did CNc1nc2ccccc2n1/N=C/c1cccc(OC)c1OC do in these assays?
PTPN22 act: 2; Calb biofilm kill: 9; LYP inh 2: 1; CYP2C9 inh: 2; CYP2C9 act: 1; Plk1 PBD FP: 0; EphB4 antag: 3; HIV Rev-RRE inh: 9; PLK1 inh: -2

How did COc1ccc(OC)c(S(=O)(=O)n2cccn2)c1 do in these assays?
PTPN22 act: 5; Calb biofilm kill: 8; LYP inh 2: -6; CYP2C9 inh: -23; CYP2C9 act: 1.2; Plk1 PBD FP: -25; EphB4 antag: -7; HIV Rev-RRE inh: 3; PLK1 inh: -11

How did CC(=O)Nc1ccc(S(=O)(=O)N2CCN(Cc3cccnc3)CC2)cc1 do in these assays?
PTPN22 act: 20; Calb biofilm kill: 6; LYP inh 2: -19; CYP2C9 inh: -2; CYP2C9 act: 1; Plk1 PBD FP: 2; EphB4 antag: -12; HIV Rev-RRE inh: 1; PLK1 inh: 0
